OX1R antag: antagonists of human orexin 1 receptor | O43613 | 330,000 compounds, 0.43% hits | CHO/OX1R cells, Fluo-8 calcium fluorescence, orexin A | inhibition, % at 5 µM;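 active = inhibition above its plate's threshold, mean inhibition of all tested compounds on the plate plus 3 SD, cut at about 37% in these data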;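 also: 0% = orexin A challenge wells and 100% = SB-334867-A antagonist wells; not every result past the cut was called active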
Target sequence (O43613 whole entry, looked up): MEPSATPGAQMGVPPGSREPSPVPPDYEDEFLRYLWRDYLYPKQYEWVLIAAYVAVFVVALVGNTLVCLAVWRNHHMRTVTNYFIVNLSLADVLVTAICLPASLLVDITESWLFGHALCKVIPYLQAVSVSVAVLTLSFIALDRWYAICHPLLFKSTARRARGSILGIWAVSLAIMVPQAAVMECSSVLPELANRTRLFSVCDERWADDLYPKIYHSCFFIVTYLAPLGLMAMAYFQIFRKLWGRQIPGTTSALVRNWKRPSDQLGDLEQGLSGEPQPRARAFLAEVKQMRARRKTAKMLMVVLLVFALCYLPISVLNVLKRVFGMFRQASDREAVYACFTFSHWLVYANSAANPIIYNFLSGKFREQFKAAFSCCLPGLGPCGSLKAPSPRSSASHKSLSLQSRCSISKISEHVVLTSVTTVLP
CHT PAM: allosteric activators of human choline transporter CHT. Q9GZV3. CHT-expressing cells, membrane potential dye, choline EC20; stronger effect = higher value; LV-AA mutant CHT in HEK293 cells. B-score at 10 µM. 310,000 compounds, 0.49% hits;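 active = initial fluorescence not abnormally high and integrated response B-score, plate-corrected, over 3 SD above library mean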
Target sequence (Q9GZV3 whole entry, looked up): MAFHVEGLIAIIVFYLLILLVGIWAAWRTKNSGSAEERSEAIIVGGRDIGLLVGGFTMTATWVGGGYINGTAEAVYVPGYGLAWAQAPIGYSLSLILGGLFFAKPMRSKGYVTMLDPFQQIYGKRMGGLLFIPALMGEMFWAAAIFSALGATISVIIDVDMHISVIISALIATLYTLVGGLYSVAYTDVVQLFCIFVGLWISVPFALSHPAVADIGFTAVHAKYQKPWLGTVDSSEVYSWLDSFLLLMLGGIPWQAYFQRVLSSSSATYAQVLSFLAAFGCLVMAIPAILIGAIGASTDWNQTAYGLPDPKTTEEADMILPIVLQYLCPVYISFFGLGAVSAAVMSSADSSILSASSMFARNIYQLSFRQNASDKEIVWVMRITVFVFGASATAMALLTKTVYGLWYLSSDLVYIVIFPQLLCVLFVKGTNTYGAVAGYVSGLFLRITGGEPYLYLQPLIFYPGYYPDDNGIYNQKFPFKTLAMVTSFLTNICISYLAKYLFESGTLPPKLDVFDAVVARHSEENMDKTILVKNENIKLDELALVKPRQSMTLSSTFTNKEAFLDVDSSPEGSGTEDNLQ
The depositor's hits bear a star; i = inactive; . = not tested or not shown.

1) COc1cnc(-c2ccccn2)nc1Sc1ccc(Cl)cc1
2) Cc1ccc(NC(=O)C2CCN(S(=O)(=O)c3cnc[nH]3)CC2)nc1
3) Cc1c(/C=C/C(=O)c2ccc(Cl)s2)cnn1C
4) CCOC(=O)c1c(C)[nH]c(C(=O)NNC(=O)c2ccccc2F)c1C
5) CCCCNC(=O)[C@@H]1CC=C[C@@H]2CCN(Cc3ccc(Cl)c(Cl)c3)C(=O)[C@@H]21
6) CCSc1nnc(NC(=O)NCC(F)(F)F)s1
7) Cc1ccc(Cl)cc1N1CCN(S(=O)(=O)c2ccc3[nH]c(=O)c(=O)[nH]c3c2)CC1
8) CCN(C(=O)COc1ccc(C(C)=O)cc1)c1cccc2ccccc12
assay / entry	1	2	3	4	5	6	7	8
CHT PAM	i	i	i	.	i	i	i	.
OX1R antag	-40	-3	-20	2	47*	-3	-9	-10

9) COc1cc(OC)cc(C(=O)NCC(=O)OCC(=O)c2ccc3c(c2)-c2ccccc2C3)c1
10) COc1ccccc1NC(=O)Nc1ccnn1C1CCN(C(=O)c2cscn2)CC1
11) Cc1cc2ccccc2n1CCNC(=O)c1ccc(S(=O)(=O)N2CCOCC2)cc1
12) COc1cc(OC)c(NC(=O)C2CCCN2C(=O)OCc2ccccc2)cc1Cl (configuration not stated)
13) Cc1cccc(C)c1N(CC(=O)N1CCCC1)S(C)(=O)=O
14) Cc1ccc(-n2ccnc2SCC(=O)O)cc1C
15) COCCN(C(=S)Nc1cccc(OC)c1)C1CCN(C(C)=O)CC1
16) CC(C)Cn1c(N)c(C(=O)COC(=O)/C=C/c2ccccc2)c(=O)n(C)c1=O
assay / entry	9	10	11	12	13	14	15	16
CHT PAM	i	i	i	i	i	i	i	i
OX1R antag	-10	-2	9	-27	-8	-10	1	47

17) CCOC(=O)C1CCCN(CCC(C)c2ccccc2)C1 (configuration not stated)
18) CCCN(CCC)C(C)C(=O)NCC1(c2ccccc2)CCCC1 (configuration not stated)
19) COc1ccc2cc(C(=O)N3CCC(Cc4ccccc4)CC3)[nH]c2c1
20) COc1ccc(NC(=O)Nc2cccc3ccccc23)cc1OC
21) Cc1ccccc1N(CC(=O)NCC1CCCO1)C(=O)CCC(=O)Nc1nccs1 (configuration not stated)
22) NC(=O)Cn1nc([N+](=O)[O-])nc1Oc1ccccc1C(=O)N1CCOCC1
23) CCOC(=O)N1CCc2c(sc3c2c(=O)n(Cc2ccccc2)c(=O)n3CC(=O)NCC2CCCO2)C1 (configuration not stated)
24) CN(C(=O)CN1C(=O)NC2(CCc3ccccc32)C1=O)C1CCCCC1 (configuration not stated)
assay / entry	17	18	19	20	21	22	23	24
CHT PAM	i	i	i	i	i	i	i	.
OX1R antag	-19	-23	-32	-17	-28	-20	-43	-11

25) CN(Cc1ccc(F)cc1)C(=O)c1sccc1-c1ccccc1
26) COc1ccc2c(c1)[C@H]1[C@H](CO2)[C@H](c2ccccc2)[C@]2(C)C(=O)N[C@@H](C)C(=O)N12
27) COc1ccccc1-c1nnc(SCC(=O)NC2CCS(=O)(=O)C2)n1N (configuration not stated)
28) COc1cccc(C(=O)NCc2cccnc2)c1
29) CCn1c2ccccc2c2cc(NC(=O)C/C(C)=N/NC(=O)c3ccccc3N)ccc21
30) COC(=O)c1cc(NC(=O)c2cc(-c3ccc(OC)cc3)oc2C(F)(F)F)ccc1N1CCOCC1
31) O=C(CN1CCCCCC1)NCCN1C(=O)S/C(=C\c2ccccc2Cl)C1=O
32) CCOc1ccc(NC(=S)NC(=O)/C=C/c2ccc(Br)cc2)c([N+](=O)[O-])c1
assay / entry	25	26	27	28	29	30	31	32
CHT PAM	6.7*	.	i	i	i	i	i	i
OX1R antag	.	-7	-9	1	0	-31	-38	-38

33) COc1ccc(OC)c(NC(=O)CSc2nnc(-c3ccco3)o2)c1
34) CCC(Oc1ccccc1C)C(=O)Nc1ccc(S(=O)(=O)Nc2cc(C)on2)cc1 (configuration not stated)
35) Oc1ccccc1N=Cc1sc2ccccc2c1Cl
36) COc1ccc([N+](=O)[O-])cc1NC(=S)NC(=O)C(C)(C)C
37) Cc1ccc(S(=O)(=O)CCc2nnc(NC(=O)CCl)s2)cc1C
38) Cc1nc2ccccc2c(=O)n1CC(=O)N1CCOCC1
39) Nc1cc(C(=O)OCC(=O)Nc2ccc(N3CCOCC3)cc2)ccc1Cl
40) COc1cccc(CC(=O)NCC2COc3ccccc3O2)c1OC (configuration not stated)
assay / entry	33	34	35	36	37	38	39	40
CHT PAM	i	i	i	i	i	i	.	i
OX1R antag	-3	-11	-3	-29	-2	-1	7	-21

41) CC(C)C1Oc2ccccc2N(CC(=O)NC2CCCCC2)C1=O (configuration not stated)
42) CCOC(=O)c1sc(NC(=S)NC(=O)C23CC4CC(CC(C4)C2)C3)cc1C
43) O=C(CNc1ccc(Br)cc1)Nc1ccc(S(=O)(=O)N2CCCC2)cc1
44) CCOC(=O)N1CCN(C(=O)C2CCN(C(=O)Nc3ccccc3)CC2)CC1
45) O=C1CCNc2cc3ccccc3cc21
46) COC(=O)Cn1c(=NC(=O)CSCC(=O)NC2CCCCC2)sc2cc(OC)ccc21
47) CS(=O)(=O)N1CCc2ccccc2C1
48) Cc1c(Nc2nc3ccccc3nc2N2CCN(c3ccccc3)CC2)c(=O)n(-c2ccccc2)n1C
assay / entry	41	42	43	44	45	46	47	48
CHT PAM	i	i	.	.	i	i	i	i
OX1R antag	-37	-12	-11	-7	-14	-20	-12	-26

49) Cc1noc(C)c1NC(=O)Nc1ccc2c(c1)C(=O)N([C@H](C)CO)C[C@H](C)[C@@H](CN(C)S(=O)(=O)c1cn(C)cn1)O2
50) CCOC(=O)C1(CCOc2ccccc2)CCN(Cc2ccc3nonc3c2)CC1
51) Cc1c(C(=O)C(C)C)n(C)c2ccccc12
52) Cc1c(OCc2ccccc2)c(=O)ccn1Cc1ccccc1
53) Cn1c(=O)c(=O)n(C)c2cc(S(=O)(=O)N3CCC(N4CCCCC4)CC3)ccc21
54) CC(=O)c1cccc(NC(=O)c2ccoc2C)c1
55) Cc1nc2c(c(=O)n1CCC1=CCCCC1)c1nc3ccccc3nc1n2/N=C/c1ccco1
56) CCC(=O)N1CCN(C(=O)CC)C1c1ccccc1
assay / entry	49	50	51	52	53	54	55	56
CHT PAM	.	6.4*	i	i	10*	i	i	i
OX1R antag	-3	-41	-21	-17	-16	-13	-6	-16

An excerpt of these results, as a markdown table:
| no. | smiles | CHT PAM | OX1R antag |
| --- | --- | --- | --- |
| 1 | COc1cnc(-c2ccccn2)nc1Sc1ccc(Cl)cc1 | i | -40 |
| 2 | Cc1ccc(NC(=O)C2CCN(S(=O)(=O)c3cnc[nH]3)CC2)nc1 | i | -3 |
| 3 | Cc1c(/C=C/C(=O)c2ccc(Cl)s2)cnn1C | i | -20 |
| 4 | CCOC(=O)c1c(C)[nH]c(C(=O)NNC(=O)c2ccccc2F)c1C | . | 2 |
| 5 | CCCCNC(=O)[C@@H]1CC=C[C@@H]2CCN(Cc3ccc(Cl)c(Cl)c3)C(=O)[C@@H]21 | i | 47* |
| 6 | CCSc1nnc(NC(=O)NCC(F)(F)F)s1 | i | -3 |
| 7 | Cc1ccc(Cl)cc1N1CCN(S(=O)(=O)c2ccc3[nH]c(=O)c(=O)[nH]c3c2)CC1 | i | -9 |
| 8 | CCN(C(=O)COc1ccc(C(C)=O)cc1)c1cccc2ccccc12 | . | -10 |
| 9 | COc1cc(OC)cc(C(=O)NCC(=O)OCC(=O)c2ccc3c(c2)-c2ccccc2C3)c1 | i | -10 |
| 10 | COc1ccccc1NC(=O)Nc1ccnn1C1CCN(C(=O)c2cscn2)CC1 | i | -2 |
| 11 | Cc1cc2ccccc2n1CCNC(=O)c1ccc(S(=O)(=O)N2CCOCC2)cc1 | i | 9 |
| 12 | COc1cc(OC)c(NC(=O)C2CCCN2C(=O)OCc2ccccc2)cc1Cl (configuration not stated) | i | -27 |
| 13 | Cc1cccc(C)c1N(CC(=O)N1CCCC1)S(C)(=O)=O | i | -8 |
| 14 | Cc1ccc(-n2ccnc2SCC(=O)O)cc1C | i | -10 |
| 15 | COCCN(C(=S)Nc1cccc(OC)c1)C1CCN(C(C)=O)CC1 | i | 1 |

(more compounds)
57) Cc1cc(Nc2cccc(O)c2)c2ccccc2n1
58) Cc1c(OCC(=O)NCCCN2CCCC2=O)ccc2c3c(c(=O)oc12)CCCC3
59) O=C(Nc1ccccc1)N1CCN(CCc2ccccc2)CC1
60) O=C(COC(=O)c1cncc(Br)c1)NCc1ccccc1Cl
61) c1ccc2c(c1)N1CCN=C1N2CCN1CCCCC1
62) CC(C)NC(=O)c1cc2nc(-c3ccco3)cc(C(F)(F)F)n2n1
63) O=C(NCC(c1ccco1)N1CCCC1)c1sc2cc(F)ccc2c1Cl (configuration not stated)
64) O=C(NNc1nc2ccccc2s1)Nc1ccc(F)cc1
assay / entry	57	58	59	60	61	62	63	64
CHT PAM	i	i	i	i	9.8*	i	.	i
OX1R antag	-4	-20	-16	-19	-9	-24	-30	-6

65) O=C(CN1CCCCCC1)Nc1cccc(NC(=O)CN2CCCCCC2)c1
66) Cc1c(C(=O)O)[nH]c2c1C(=O)CC(c1ccccc1)C2 (configuration not stated)
67) Cc1ccccc1C(=O)NCC(=O)NNC(=O)c1cccc(Cl)c1
68) CC(C)Cn1cc(C(=O)N2CCOCC2)c2c3ccccc3n(C)c2c1=O
69) COc1ccc(N(C(=O)CCl)C(C(=O)NCCc2ccccc2)c2cccs2)cc1Cl (configuration not stated)
70) COc1cccc(C(=O)NCC(=O)N/N=C/c2cccnc2)c1
71) Cc1cc(C)n2c(Br)c(CSc3nc4ccccc4o3)nc2n1
72) N#Cc1c(-c2ccccc2)nc(N2CCOCC2)[nH]c1=O
assay / entry	65	66	67	68	69	70	71	72
CHT PAM	i	i	.	i	i	i	i	i
OX1R antag	-11	-29	1	-15	-11	11	-14	-4

73) CC1(C)CC(C(=O)Nc2ccccc2)C(=O)O1 (configuration not stated)
74) O=C(Nc1ccccc1)c1nc[nH]c1C(=O)NCCCCCCNC(=O)c1[nH]cnc1C(=O)Nc1ccccc1
75) Cc1cccc(OC(C)C(=O)Nc2cc(Cl)ccc2-n2cncn2)c1 (configuration not stated)
76) CCc1ccc(Nc2ccc(C(N)=O)cc2[N+](=O)[O-])cc1
77) NC(=O)C[C@H]1NC(=O)[C@H](CCC(=O)O)NC(=O)c2cc([N+](=O)[O-])cc(I)c2NCCC[C@@H](C(N)=O)NC1=O
78) CCCn1c(NC(=S)Nc2ccccc2)nc2ccccc21
79) Cn1c(N)c(C(=O)COc2ccc(C#N)cc2)c(=O)n(C)c1=O
80) Cc1ccc(/C=N/NC(=O)CCn2nc(C)cc2C)c(C)c1
assay / entry	73	74	75	76	77	78	79	80
CHT PAM	i	.	.	i	i	i	i	i
OX1R antag	-15	-33	5	-10	-3	-35	-5	-12

81) CCCS(=O)(=O)N1CCCC(C(=O)NCCCN(CC)c2cccc(C)c2)C1 (configuration not stated)
82) COc1ccc(/C=C(\C#N)C(=O)OCC(=O)Nc2c(C)cccc2C)cc1
83) O=C(C[n+]1cc(Br)cc(Br)c1)c1ccccc1
84) COc1ccc2nc(NC(=O)Nc3cccc4ccccc34)sc2c1
85) Cc1ccc(C(C(=O)NC2CCCC2)N(Cc2ccco2)C(=O)CCC(=O)Nc2ccccn2)cc1 (configuration not stated)
86) CCCC(c1nnnn1CCc1ccccc1)N1CCN(C2CCCC2)CC1 (configuration not stated)
87) N#Cc1nc(COc2ccccc2)oc1NCCN1CCOCC1
88) O=C(Cn1[nH]c(=O)c2ccccc2c1=O)OCC(=O)N1CCc2ccccc2C1
assay / entry	81	82	83	84	85	86	87	88
CHT PAM	i	i	i	i	i	i	i	i
OX1R antag	-14	-12	-20	-14	-6	-20	-8	-18

89) Cc1cc(C)cc(Oc2coc3c(CN(C)C)c(O)ccc3c2=O)c1
90) CCn1c2c(c3cc(C(=O)O)ccc31)CCCC2=O
91) CCCc1nnc(NC(=O)C2CCN(C(=O)C3CC(=O)N(c4ccc(C)cc4)C3)CC2)s1 (configuration not stated)
92) Cc1ccc(NC(=O)COc2cccc(-n3cnnn3)c2)cc1[N+](=O)[O-]
93) COc1ccc(C)c(-n2c(N)cc(=O)n(Cc3ccccc3)c2=O)c1
94) COc1ccc(N(CC(=O)NC2CCCC2)S(=O)(=O)c2ccc(NC(C)=O)cc2)cc1
95) COc1ccc(C(=O)NCC(=O)OCC(=O)NCCC2=CCCCC2)cc1
96) Cn1cc(-c2ccccc2C(=O)O)c(=O)c2ccccc21
assay / entry	89	90	91	92	93	94	95	96
CHT PAM	i	i	i	i	i	i	i	i
OX1R antag	-10	-8	-6	11	-19	-11	-17	-11

97) O=C(c1cc(-c2cccc(O)c2)on1)N1CCOCC1
98) Cc1ccsc1C(=O)NC(C)c1ccccc1 (configuration not stated)
99) O=C1Nc2ccccc2C1(c1ccccc1)c1ccccc1
100) COCCCNc1nc(N)c([N+](=O)[O-])c(NCc2ccccc2)n1
assay / entry	97	98	99	100
CHT PAM	i	i	i	i
OX1R antag	0	3	-4	-27
